RGS4 block – RGS4 inhibitors, primary screen, cell-based, HEK293 M3R inducible RGS4, calcium flux; Fluo-4 calcium flux; stronger effect = higher value; triggered by carbachol at its EC20; hit rate 0.45% among 310,000; B-score at 10 µM;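 active means B-score, a plate-corrected calcium signal, over three deviations above library mean, with baseline fluorescence within five deviations of library mean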;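 further: RGS4 expression induced by doxycycline in cells with stable M3 receptor; B-score is computed from the integrated fluorescence ratio over baseline after carbachol; higher B-score means a larger calcium signal and so more RGS4 inhibition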
Target sequence (P49798 whole entry, looked up): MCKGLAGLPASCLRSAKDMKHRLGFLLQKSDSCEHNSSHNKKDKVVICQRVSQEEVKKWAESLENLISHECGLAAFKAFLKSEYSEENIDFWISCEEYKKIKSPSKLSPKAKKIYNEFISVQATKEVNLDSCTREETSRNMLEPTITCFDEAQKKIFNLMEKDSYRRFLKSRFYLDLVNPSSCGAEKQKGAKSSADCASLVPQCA
GSK3A inh – blockers of GSK3A enzyme activity – biochemical, luminescence, cell-free homogeneous, HTS, primary screen; inhibition, % at 10 µM; GSK-3 alpha kinase, ADP-Glo luminescence, 60 min; Glycogen synthase kinase-3 alpha (Homo sapiens), P49840; hit rate 0.1% among 320,000;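 in the data active means inhibition above about 50%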;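 further: GST-tagged GSK-3 alpha with peptide substrate and 25 µM ATP; 0% = DMSO neutral wells and 100% = GW8510 positive control wells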
Target sequence (P49840 whole entry, looked up): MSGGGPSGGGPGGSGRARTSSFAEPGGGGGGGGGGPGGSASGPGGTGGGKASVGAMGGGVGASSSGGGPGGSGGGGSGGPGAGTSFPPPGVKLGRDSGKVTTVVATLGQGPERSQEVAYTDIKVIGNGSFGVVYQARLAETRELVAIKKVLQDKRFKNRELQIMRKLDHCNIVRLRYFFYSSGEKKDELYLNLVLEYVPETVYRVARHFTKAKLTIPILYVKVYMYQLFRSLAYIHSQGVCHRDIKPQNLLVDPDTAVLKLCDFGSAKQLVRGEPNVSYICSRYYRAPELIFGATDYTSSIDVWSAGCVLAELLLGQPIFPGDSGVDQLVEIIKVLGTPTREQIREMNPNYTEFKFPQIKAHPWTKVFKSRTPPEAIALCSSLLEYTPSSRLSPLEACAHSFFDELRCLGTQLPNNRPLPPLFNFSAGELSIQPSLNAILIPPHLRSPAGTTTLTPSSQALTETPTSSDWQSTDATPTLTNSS
PolyA inhibitor – polyadenylation inhibitors in yeast reporter cells, primary screen, luminescence, S. cerevisiae; AID 1875, 2009; S. cerevisiae SKY197-pL101 polyadenylation reporter, beta-gal luminescence; efflux-impaired pdr1/pdr3 knockout yeast; score 100 = 6 SD above DMSO; hit rate 0.02% among 300,000; calls only at 12 µM;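 active means lowest replicate activity score at least 50, where 100 means six control SD above control mean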;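 further: yeast exposed to compound for 9 h at 30 °C; higher score means more reporter readthrough which indicates perturbed polyadenylation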
KCNK9 inh – KCNK9 potassium channel inhibitors, primary screen, HEK293 cells, thallium flux; Potassium channel subfamily K member 9 (Homo sapiens), Q9NPC2; FluxOR thallium flux fluorescence; stronger effect = lower value; B-score at 10 µM; hit rate 1.2% among 310,000; AID 488922, 2010;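 active means ratio B-score over 3 SD below the library mean, with starting fluorescence within 5 SD of its mean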;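 further: negative B-score means less thallium flux so channel inhibition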
Target sequence (Q9NPC2 whole entry, looked up): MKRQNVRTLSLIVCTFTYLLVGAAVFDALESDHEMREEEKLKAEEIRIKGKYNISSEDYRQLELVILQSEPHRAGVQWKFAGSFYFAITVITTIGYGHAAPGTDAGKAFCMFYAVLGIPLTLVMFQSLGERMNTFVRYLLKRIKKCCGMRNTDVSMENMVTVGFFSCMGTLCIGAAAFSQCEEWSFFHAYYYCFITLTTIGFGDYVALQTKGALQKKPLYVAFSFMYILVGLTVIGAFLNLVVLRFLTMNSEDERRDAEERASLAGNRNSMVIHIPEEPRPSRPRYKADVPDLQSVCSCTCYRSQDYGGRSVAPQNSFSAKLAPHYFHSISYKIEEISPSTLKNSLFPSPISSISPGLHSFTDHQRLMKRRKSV
RGS4 pot – RGS4 potentiators or activators, primary screen, cell-based, HEK293 M3R inducible RGS4, calcium flux | carbachol calcium flux Fluo4; stronger effect = lower value | B-score at 10 µM | hit rate 0.92% among 310,000 | AID 463111, 2010;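 active means B-score of the integrated calcium signal more than 4 SD below the library mean, with starting fluorescence not abnormally high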;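 further: negative B-score means reduced calcium response which marks RGS4 activation or potentiation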
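Also added: carbachol at ECmax as muscarinic agonist stimulus; Assay system: HEK293 cells with stable M3R and inducible RGS4; Timing: overnight RGS4 induction, 30 min dye load 37 °C, 20 min compound RT; Measured by: Fluo4-AM (2 µM) calcium-flux fluorescence, kinetic read.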
KCNQ1 pot – potentiators or activators of KCNQ1 channel, primary screen, cell-based, thallium flux, high-throughput | AID 2648, 2010 | CHO-K1 KCNQ1, thallium flux FluxOR fluorescence; stronger effect = higher value | Potassium voltage-gated channel subfamily KQT member 1 (Homo sapiens), P51787 | hit rate 0.35% among 310,000 | B-score at 10 µM;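 active means fluorescence ratio B-score, a plate-corrected score, at least three library SD, with initial intensity B-score within 5 SD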
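Assay system: CHO-K1 cells stably expressing KCNQ1. Medium: assay buffer for compound exposure, DMSO matched across wells. Timing: 37 °C overnight plating, 90-min dark dye load, 20-min compound pretreatment. Signal: kinetic FluxOR fluorescence, 10 s baseline plus 110 s post-stimulus.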
Dyrk1A ADPGlo – rat Dyrk1A kinase inhibitors, primary screen, biochemical, single point, plate reader. inhibition, % at 12.5 µM. Dual specificity tyrosine-phosphorylation-regulated kinase 1A (Rattus norvegicus), Q63470. ADP-Glo luminescence, NFATc1 peptide. hit rate 0.43% among 310,000. AID 504441, 2011; in the data active means inhibition above about 50%;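 further: plate controls were vehicle with enzyme for no effect and no enzyme for full effect; many of its hits are not listed in these tables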
KCNQ1 inh – inhibitors of human KCNQ1 channel, primary screen, cell-based, thallium flux, high-throughput. B-score at 10 µM. AID 2642, 2010. hit rate 1.3% among 310,000. CHO-K1 KCNQ1, FluxOR thallium flux fluorescence; stronger effect = higher value;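 active means compounds whose thallium flux B-score, printed positive for inhibition, exceeds three library SD while starting fluorescence stays within three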;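 further: channel opened by potassium depolarization with thallium stimulus after 20 min compound exposure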
hERG protect – hERG rescue from dofetilide block, primary screen, cell-based, CHO-hERG, FluxOR thallium flux, dofetilide IC70. dofetilide IC70 present. activation (rescue from dofetilide block), less the hit threshold, % at 10 µM. hit rate 0.51% among 310,000;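 active means activation above the mean of controls blocked by dofetilide plus 5 SD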;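 further: thallium influx through hERG after potassium depolarization seen as dye fluorescence rise; in these data hits start at about 4.7%; inactives centre near -7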
GSK3beta inhib – human GSK3beta kinase inhibitors, primary screen, biochemical, cell-free homogeneous, HTS; Glycogen synthase kinase-3 beta (Homo sapiens), P49841; GST-GSK3beta kinase, ADP-Glo luminescence, 60 min; stronger effect = lower value; activity score (negative = inhibition), % at 10 µM; hit rate 0.038% among 300,000;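 active means more than half of replicate wells score below -50%, meaning over 50% inhibition versus plate controls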;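 further: 0% = median DMSO wells and -100% = median GW8510 positive control wells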
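Test system: GST-tagged human GSK3beta kinase, cell-free; evaluation: activity score scaled between in-plate DMSO and GW8510 controls; measured by: ADP-Glo luminescence; incubation: 60 min reaction, RT; benchmarks: DMSO and 20 µM GW8510; reagent: peptide substrate plus 25 µM ATP (final); medium: Tris/MgCl2 kinase buffer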
KCNK3 block – human KCNK3 channel inhibitors, primary screen, CHO cells, FluxOR thallium flux, B-score; Potassium channel subfamily K member 3 (Homo sapiens), O14649; FluxOR fluorescence; stronger effect = lower value; B-score at 10 µM; hit rate 0.84% among 340,000;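 active means B-score under library mean minus 4 SD, starting fluorescence ratio at most library mean plus 5 SD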;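 further: more negative B-score means stronger inhibition of thallium flux through KCNK3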
The depositor's hits bear a star; i = inactive; . = not tested or not shown. This is a subset. The share of hits here may be higher or lower than overall.

SMILES	RGS4 block	GSK3A inh	PolyA inhibitor	KCNK9 inh	RGS4 pot	KCNQ1 pot	Dyrk1A ADPGlo	KCNQ1 inh	hERG protect	GSK3beta inhib	KCNK3 block
CCc1ccc(CN2CCN(c3ncccn3)CC2)cc1	i	-0.7	i	i	i	i	2.0	i	-4.5	2.9	i
COc1ccccc1C(=O)C1CCCN(C(=O)c2cccnc2SC)C1 (stereo not given)	i	-0.8	i	i	i	i	-3.3	i	0.2	0.9	i
COc1ccc(C(CC(=O)c2ccccc2)CC(=O)c2ccccc2)cc1	i	-1.4	i	-7.15*	i	i	3.8	i	-2.8	0.5	i
O=C(CCc1nc(-c2cccs2)no1)NCc1ccc(F)cc1Cl	i	-1.5	i	i	i	i	-4.1	i	-5.3	0.1	i
COc1cc2c(cc1OC)C(C(=O)NC(C)c1ccccc1)CC(=O)N2 (stereo not given)	i	-0.7	i	i	i	i	-1.4	i	0.4	1.3	i
CC1=CS/C(=C(/C#N)C(=O)N2CCOCC2)N1c1ccccc1	i	-2.1	i	i	i	i	0.0	i	-3.4	2.0	i
O=C(CN(Cc1ccccc1Cl)C(=O)CN1C(=O)CSc2ccccc21)NC1CC1	i	-1.5	i	i	i	i	1.2	i	-14.1	1.3	i
CCOc1ccc(-c2cc(CCCC(=O)NCCC(C)C)no2)cc1	i	-5.7	i	i	i	i	-4.0	i	-13.6	0.0	i
CCOC(=O)Nc1ccc(C)cc1Br	i	0.5	i	i	i	i	-5.5	i	-1.2	-2.0	i
C=C(C)C1CC=C(C)/C(=N/NC(=O)COc2ccc(C)cc2)C1 (stereo not given)	i	0.2	i	i	i	i	-5.0	i	-13.3	4.7	i
COc1cc2c(cc1OC)C(C(=O)Nc1ccc(F)c(Cl)c1)CC(=O)N2 (stereo not given)	i	0.3	i	i	i	i	1.6	i	-5.7	-2.6	i
Cn1ncc(SCc2ccccc2)c(Cl)c1=O	i	-1.3	i	i	i	i	1.9	i	-11.9	2.2	i
CCOc1ccccc1NC(=O)CNC(=O)c1nn(-c2ccc(OC)c(OC)c2)c(=O)c2ccccc12	i	-0.3	i	i	i	i	-1.9	i	-10.1	-1.5	i
O=C(NCc1cccc(F)c1)c1ccc(N2C(=O)Cn3c(cc4sccc43)C2=O)cc1	i	-2.0	i	i	i	i	5.7	i	-13.8	1.4	i
CNC(=O)c1c(NC(=O)c2ccco2)sc(C)c1C	i	.	i	i	i	i	1.8	i	0.9	1.3	i

2 records drawn at random from the list so far:
SMILES	RGS4 block	GSK3A inh	PolyA inhibitor	KCNK9 inh	RGS4 pot	KCNQ1 pot	Dyrk1A ADPGlo	KCNQ1 inh	hERG protect	GSK3beta inhib	KCNK3 block
O=C(NCc1cccc(F)c1)c1ccc(N2C(=O)Cn3c(cc4sccc43)C2=O)cc1	i	-2.0	i	i	i	i	5.7	i	-13.8	1.4	i
Cn1ncc(SCc2ccccc2)c(Cl)c1=O	i	-1.3	i	i	i	i	1.9	i	-11.9	2.2	i

Carrying on.
SMILES	RGS4 block	GSK3A inh	PolyA inhibitor	KCNK9 inh	RGS4 pot	KCNQ1 pot	Dyrk1A ADPGlo	KCNQ1 inh	hERG protect	GSK3beta inhib	KCNK3 block
CCc1ccccc1NC(=O)Nc1ccc(F)cc1	i	.	i	i	i	i	0.9	i	-6.2	1.2	i
O=C(O)CCCCCNc1nc(-c2ccccc2)nc2ccccc12	i	-1.4	.	i	i	i	.	i	-0.1	-1.7	i
N#CC1(Nc2ccccc2)C(=O)Nc2ccccc21 (stereo not given)	i	0.0	i	i	i	i	-3.4	i	-8.6	-2.1	i
O=C(NCCCn1cccn1)C1CCC(=O)N(CCc2ccccc2)C1 (stereo not given)	i	-1.1	i	i	i	i	1.2	i	-7.3	1.7	i
CCOC(=O)N1CCN(Cc2c(F)cccc2Cl)CC1	i	-2.7	i	i	i	i	-2.3	i	-7.8	5.6	i
O=C(CCc1ccccc1)N/N=C/c1cccc([N+](=O)[O-])c1	i	-1.6	.	i	i	i	2.0	i	-13.3	1.2	i
COC(=O)c1ccc(COc2ccc(C=O)cc2)o1	i	0.6	i	i	i	i	.	i	-5.2	4.3	i
O=C(NCC(=O)N1CCN(c2ccccc2)CC1)c1ccccc1	i	-2.6	i	i	i	i	-3.3	i	-7.7	1.4	i
O=C(COc1coc(CN2CCc3ccccc3C2)cc1=O)Nc1cccc(Cl)c1	i	-4.0	i	i	i	i	3.0	i	-4.2	1.3	i
O=S(=O)(c1ccccc1)c1nc(-c2ccccc2)oc1NCc1cccnc1	i	.	i	i	i	i	20.5	i	-7.3	-2.9	i
O=C(COC(=O)COc1ccccc1)Nc1ccc(S(=O)(=O)N2CCOCC2)cc1	i	-0.4	i	i	i	i	6.4	i	1.0	1.3	i
Cc1ccc(-c2ccc3c(c2)S(=O)(=O)c2ccccc2C3=O)cc1	i	-1.4	i	i	i	i	.	i	-4.0	2.1	.
FC(F)(F)c1nc2ccccc2n2c(-c3ccc(Cl)cc3)nnc12	i	-1.5	i	i	i	i	4.8	i	-3.7	-3.2	i
Cc1ccc(NC(=O)c2nnn(-c3cccc(C(F)(F)F)c3)c2N)cc1	i	-2.7	i	i	i	i	-2.0	i	-2.6	1.2	i
O=C(Nc1ccc2c(c1)OCO2)C1CCCCC1	i	1.3	i	i	i	i	-6.3	i	-6.4	-1.7	i
CCN(CC)CC(=O)Nc1ccccc1SCC(=O)Nc1ccsc1C(=O)OC	i	0.1	i	i	i	i	1.7	i	-11.2	3.5	-9.91*
CC1(C)Cc2c(c(N3CCOCC3)nc3sc4c(=O)[nH]cnc4c23)CS1	i	2.7	i	i	i	i	1.6	i	-1.7	2.2	i
COc1ccc(NC(=O)Nc2nnc(N3CCCCC3C)s2)cc1OC (stereo not given)	i	-2.4	i	i	i	i	-2.4	i	-11.1	1.4	i
CCC(=O)Nc1ccc(NC(=O)C23CC4CC(CC(C4)C2)C3)cn1	i	2.1	i	i	i	i	-2.6	i	-1.4	-5.4	i
CC(/C=N/NC(=O)c1ccncc1)=C\c1ccco1	i	3.1	i	i	i	i	4.8	i	-2.6	6.8	i
CCn1cc(C(=O)NCCN(C)CCc2ccccc2)c(=O)c2cc(S(=O)(=O)N(C)C)ccc21	i	-0.4	i	i	i	i	-0.5	i	-11.3	0.3	i
O=c1o[nH]c(-c2ccccc2)c1C1=NCCCCC1	i	-2.0	i	i	i	i	3.5	i	-8.8	-1.1	i
CC1CCCC(NC(=O)CCNS(=O)(=O)c2ccc(Br)cc2)C1C (stereo not given)	i	-0.7	i	i	i	i	6.9	i	-3.8	4.0	i
COc1ccc(NC(=O)/C(C#N)=C\C=C\c2ccco2)cc1	i	-3.7	i	i	i	i	-5.2	i	-7.1	-25.4	i
Cn1cc(P(=S)(N2CCOCC2)N2CCOCC2)cc1P(=O)(N1CCOCC1)N1CCOCC1	i	0.2	i	i	i	i	.	i	-5.2	1.7	i
Cc1ccc(/C(N)=N/OC(=O)CCCc2ccccc2)cc1	i	-1.1	i	i	i	i	-1.7	i	-5.9	1.3	i
CCN(CC)CC(O)Cn1c2ccccc2c2ccccc21 (stereo not given)	i	-2.9	i	i	i	i	5.1	i	-11.8	1.2	i
COc1ccccc1CCNC(=O)c1cc(COc2cccc(C(F)(F)F)c2)on1	i	1.5	i	i	i	i	-6.0	7*	-2.2	5.6	i
Clc1ccccc1-c1nnc2sc(-c3ccco3)nn12	i	-0.2	i	i	i	i	-1.7	i	-12.4	-0.8	i
CC(C)(Oc1ccc(Cl)cc1)C(=O)NCc1ccco1	i	-1.5	i	i	i	i	-3.6	i	-8.5	1.2	i
O=C(CCN1c2ccccc2Sc2ccccc21)OCc1nnc(-c2ccccc2)o1	i	-1.7	i	i	i	i	-7.7	i	-6.4	0.3	-9.47*
Cc1nc(CSc2nnc3scc(-c4ccc(Cl)cc4)n23)cs1	i	-0.8	.	i	i	i	1.1	i	-11.4	-4.4	i
Cc1ccc(Nc2cc(C)nc3ncnn23)cc1	i	.	i	i	i	i	2.4	i	-6.8	0.3	i
c1cncc(-c2nnc(C3CCCCC3)o2)c1	i	-1.8	i	i	i	i	1.7	i	-2.1	1.0	i
CC(C)c1ccc(NC2CCCN(C(=O)c3n[nH]c4c3CCC4)C2)cc1 (stereo not given)	i	-0.7	i	i	i	i	-3.7	i	-2.5	-0.9	i
O=C(NCCCN1CCOCC1)c1ccc(NS(=O)(=O)c2cccc([N+](=O)[O-])c2)cc1	i	-1.0	i	i	i	i	-4.5	i	-8.0	2.1	i
CC1CC(C)CN(C2CCN(Cc3cccnc3)CC2)C1 (stereo not given)	i	-2.9	i	i	i	i	3.4	i	-7.7	0.9	i
COc1ccccc1OCc1cc(C(=O)NCc2ccc(N3CCCC3=O)cc2)no1	i	-0.4	i	i	i	i	-0.1	i	-6.9	0.5	i
Cc1nc(-n2[nH]c3c(c2=O)CCCC3)[nH]c(=O)c1Cc1ccccc1	i	-2.3	i	i	i	i	0.9	i	-11.8	-1.8	i
O=C(NC(=S)NCC1COc2ccccc2O1)c1ccccc1 (stereo not given)	i	29.4	i	i	i	i	16.1	i	-6.5	-1.6	i
CCOC(=O)c1[nH]c(C)c(/C(O)=C2\C(=O)C(=O)N(CCN(C)C)C2c2cccc(OC)c2OC)c1C (stereo not given)	i	-0.5	i	i	i	i	0.0	i	-7.1	-1.5	i
CCCCNCCOCCOc1ccc(C)cc1Br	i	-2.1	i	i	i	i	5.3	i	-2.7	2.5	i
O=C1CC(c2ccc(Cl)cc2)SC(N(c2ccccc2)c2ccccc2)=N1 (stereo not given)	i	-2.5	i	i	i	i	1.3	i	-2.0	3.6	i

Assay outcomes (PubChem)
